TSG101-PTAP inh: TSG101-PTAP interaction inhibition, HIV-1 budding | 44,000 tested, under 10 active | Q99816 | Potency, µM (top dose mostly 115 µM), without a hit: at the top dose activity change, negative = inhibition, hits mostly inhibitors | AID 1347069 | Fluorescence polarization, FITC-PTAP peptide/Tsg101, 20 min; further: potency means the concentration at half of the fitted maximal effect; 0% is about no effect
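Fluorescence polarization: Tsg101 binding domain (10 uM final) in 10 mM HEPES pH 7.5, 0.15 M NaCl, 0.01% Tween 20, 3 mM EDTA, 0.1 mM TCEP; compounds pinned; FITC-PTAP peptide 50 nM final; 20 min, r.t.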
NTMT1 inh: inhibitors of human N-terminal methyltransferase NTMT1 | Potency, µM (series often up to 114 µM), for inactives: at the highest dose activity change, negative = inhibition, actives largely listed as inhibitors | Q9BV86 | NTMT1 MTase-Glo SAH luminescence, purified enzyme | 59,000 tested, 2.5% active;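 further: potency means the concentration at half of the fitted maximal effect; plate controls were DMSO vehicle for no effect and no enzyme for full effect; nearly all actives have a fitted effect of over 65% in size; many of its hits are not listed in these tables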
GALK inh: GALK (human) enzyme inhibition | recombinant GALK, Kinase-Glo ATP luminescence, 1 h | 44,000 tested, under 10 active | Potency, µM (highest dose often 57.5 µM), for inactives: top-dose activity, negative = inhibition, most hits filed as inhibitors;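 further: plate controls were full GALK reaction for no effect and reaction lacking GALK for full effect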
Target sequence (P51570 whole entry, looked up): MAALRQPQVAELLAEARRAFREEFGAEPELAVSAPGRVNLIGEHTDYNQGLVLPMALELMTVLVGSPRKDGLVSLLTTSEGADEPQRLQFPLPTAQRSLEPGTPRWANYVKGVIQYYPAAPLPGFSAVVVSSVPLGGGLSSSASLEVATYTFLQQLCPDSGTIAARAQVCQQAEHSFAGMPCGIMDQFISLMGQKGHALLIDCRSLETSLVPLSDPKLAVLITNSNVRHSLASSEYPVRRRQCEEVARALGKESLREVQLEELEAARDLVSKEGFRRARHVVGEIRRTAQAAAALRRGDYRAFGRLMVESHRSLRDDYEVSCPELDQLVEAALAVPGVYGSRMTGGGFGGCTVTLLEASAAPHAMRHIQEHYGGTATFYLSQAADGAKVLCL
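Compounds were pinned into ATP buffer, then GALK-galactose mix was added (final 5 nM enzyme, 35 uM ATP, 100 uM galactose, pH 8.0). After 1 h at room temperature, Kinase-Glo Plus was added and luminescence read.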
FH mod: Identification of activators of human fumarate hydratase by quantitative high-throughput screening; Fumarate hydratase, mitochondrial (Homo sapiens), P07954; FH coupled MDH/diaphorase resazurin fluorescence, 15 min; Potency, µM (highest dose often 79.9 µM), inactives show at the highest dose activity change, negative = inhibition, most hits filed as inhibitors; 54,000 tested, 0.22% active; AID 1347055, 2019; further: potency means the concentration at half of the fitted maximal effect; on the % scale 0 is the no-effect control and ±100 the full control effect; the screen sought activators but most active calls are inhibition curves; nearly all actives have a fitted effect of over 45% in size
Target sequence (P07954 whole entry, looked up): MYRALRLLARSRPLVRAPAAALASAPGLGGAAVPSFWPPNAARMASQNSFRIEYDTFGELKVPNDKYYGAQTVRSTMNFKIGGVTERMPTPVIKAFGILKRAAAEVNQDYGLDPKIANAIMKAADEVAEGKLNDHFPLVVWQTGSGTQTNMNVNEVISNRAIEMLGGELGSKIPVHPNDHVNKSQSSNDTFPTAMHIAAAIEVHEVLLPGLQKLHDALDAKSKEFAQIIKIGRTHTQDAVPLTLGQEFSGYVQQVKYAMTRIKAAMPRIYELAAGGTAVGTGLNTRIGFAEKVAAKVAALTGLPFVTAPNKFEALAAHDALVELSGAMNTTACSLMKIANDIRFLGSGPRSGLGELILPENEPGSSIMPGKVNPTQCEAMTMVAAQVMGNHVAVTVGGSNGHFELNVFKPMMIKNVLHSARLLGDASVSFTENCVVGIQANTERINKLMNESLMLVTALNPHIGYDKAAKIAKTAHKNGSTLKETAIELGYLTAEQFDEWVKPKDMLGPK
p53null 39C kill: selectivity test: cytotoxicity in p53 null cells, nonpermissive temperature | H1299 p53-null (neo) cells, 39C, ATPlite viability, 24 h | Potency, µM (top dose mostly 46.1 µM), for inactives: top-dose activity, negative = cell killing, hits mostly cytotoxic | 55,000 tested, 0.97% active | AID 904;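 further: potency means the concentration at half of the fitted maximal effect; 0% = DMSO only and -100% = full killing by 100 µM tamoxifen; nearly all actives have a fitted effect of over 50% in size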
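Concentration-response (up to 46 uM) was run for 24 h at the nonpermissive 39C on H1299-p53A138V or H1299-neo cells. ATP content was measured with ATPlite luminescence. AC50 values were Hill-modeled after normalizing between DMSO and 100 uM tamoxifen killing.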
B2AR arrestin ag: beta-arrestin recruitment by human beta2-adrenergic receptor ligands; HTLA Tango cells, beta-arrestin recruitment, luciferase luminescence, 18 h; 44,000 tested, under 10 active; Potency, µM (titrated, usually from 46.1 µM), inactives show at the highest dose activation, hits mostly activators;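 further: potency means the concentration at half of the fitted maximal effect; 0% = DMSO and full agonism = EC100 isoproterenol or metaproterenol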
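Ligand-induced beta-arrestin recruitment to recombinant beta2-AR is measured via a tTA-driven luciferase reporter in Tango cells after 18 hr compound exposure at 37 degrees C. Concentrations span up to 46 microM.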
p53null 32C kill: selectivity test: cytotoxicity in p53 null cells, permissive temperature | AID 903 | Potency, µM (highest dose often 46.1 µM), without a hit: top-dose activity change, negative = cytotoxicity, usual class: cytotoxic | 55,000 tested, 0.62% active | H1299-neo p53 null cells, ATP luminescence, 24 h, 32C;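 further: potency means the concentration at half of the fitted maximal effect; 0% = DMSO only and -100% = full killing by 100 µM tamoxifen; nearly all actives have a fitted effect of over 55% in size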
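Cells lacking p53 (H1299-neo) are plated at 600 per well and allowed to settle overnight at 37C. Test compounds (up to 46 uM) are added and held 24 hours at 32C, then ATP is quantified by luminescence.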
The depositor's hits bear a star; ? = inconclusive; · = no result given; [ ] = dose if it differs, or a comment. The call rests on the fitted dose curve; in most records, active means well fitted curve in the direction sought with a large enough effect; inconclusive means small, poorly fitted or top-dose-only effect, or another doubt; inactive means no such curve, though single readings can be large; an effect the other way counts as inactive or inconclusive.

Value order – B2AR arrestin ag, NTMT1 inh, p53null 39C kill, GALK inh, p53null 32C kill, FH mod, TSG101-PTAP inh
CCOc1ccccc1C(=O)N(Cc1cccs1)c1ccc(Cl)cc1
    -4%, 14%, -3%, -4%, 27%, -13%, -1%
Cc1ccc(CNC(=O)C2CCCN(S(=O)(=O)c3cn(C)cn3)C2)cc1 (stereo not drawn)
    -1%, -7%, 27%, 1%, -4%, 2%, -13%
O=C(NCc1ccc(F)cc1)c1ccc(NC(=O)N2CC3CCCN3c3ccccc32)cc1 (stereo not drawn)
    -1%, ?, 3%, 1%, 19%, -13%, -4%
CCN1CCOC(=O)C1CC(=O)Nc1cccc(OC)c1 (stereo not drawn)
    0%, 6%, ·, 1%, ·, -2%, -2%
Cc1ccc(N2C(=O)CSC23C(=O)N(CC(=O)NCc2ccccc2)c2ccccc23)cc1C (stereo not drawn)
    8%, -4%, 10%, -4%, 16%, -10%, -10%
CCCC12CN3CC(CCC)(CN(C1)C3c1c[nH]c3ccc(OC)cc13)C2=O (stereo not drawn)
    -1%, -3%, -18%, 3%, -8%, -20%, -2%
Cc1nn(-c2ccccc2)c(OC(=O)C(C)C)c1Sc1ccccc1
    1%, ?, -5%, 0%, -7%, -8%, -2%
Cc1ccc2oc3c(c(=O)c2c1)C(c1ccccc1F)N(c1ccccn1)C3=O (stereo not drawn)
    -1%, -2%, -15%, 0%, -2%, -25%, 3%
CC1=C(C(=O)Nc2ccccc2)C(c2ccc[nH]2)n2ncnc2N1 (stereo not drawn)
    0%, ?, -10%, 0%, 0%, -9%, -4%
CS(=O)(=O)N(CC(=O)NCCSc1ccccc1)c1cc(C(F)(F)F)ccc1Cl
    1%, 9%, 3%, 1%, 0%, -6%, -12%
CC(NC(=O)c1ccc2c(c1)N(Cc1ccc(Cl)cc1)C(=O)c1ccccc1S2=O)c1ccccc1 (stereo not drawn)
    1%, 10%, -13%, -2%, 3%, -11%, -1%
COc1ccc(-c2nnc(SCC(=O)Nc3cccc(F)c3)s2)cc1
    1%, 9%, 3%, 0%, -2%, 0%, -2%
O=C(Nc1nnc2n1CCS2)c1ccc(F)cc1F
    0%, 0%, 43%[activator], 1%, -8%, 28%, 0%
Cc1cccc(C(=O)Nc2nnc(S(=O)(=O)N(C)Cc3ccc(Cl)cc3)s2)c1
    0%, 20%, 4%, -1%, -18%, -3%, 0%
Cc1ccc(Cl)cc1-n1ncc2c(N3CCCCCC3)ncnc21
    -1%, 10%, 6%, 3%, 12%, -9%, 1%
CCOC(=O)COc1ccc(C)cc1C(=O)c1ccn2nc(-c3ccc(Cl)cc3)cc2n1
    -2%, 7%, ·, 0%, ·, -11%, -6%
O=C(Nc1cccc(Cl)c1)c1cc(-c2ccccc2)on1
    -1%, -4%, -7%, 2%, -9%, 1%, -3%
COc1ccc(-c2noc(-c3ccc(N4CCCC4)c([N+](=O)[O-])c3)n2)cc1
    0%, -3%, -26%, 4%, -1%, -34%, 1%
Cc1ccc(N2CCN(C(=O)Cc3c(C(=O)O)c(C)cn3C)CC2)c(C)c1
    -3%, 14%, 3%, 2%, -9%, 4%, 0%
Cc1ccc(-n2c(=O)c3c4c(sc3n(CC(=O)c3ccc(Cl)cc3)c2=O)CCC4)cc1C
    -2%, 0%, -4%, -2%, 1%, -15%, -9%
Cc1nc2c(c(C)nn2-c2ccccc2)c(C)c1CCC(=O)NCCc1ccccc1
    -4%, 8%, -12%, -3%, -11%, -3%, 3%
COc1cccc(CNC(=O)C2(c3cccs3)CCOCC2)c1
    -2%, 10%, 11%, -7%, 3%, -6%, -1%
Cc1ccc(-n2nc3c(N4CCC(C(=O)NC5CCC(C)CC5)CC4)nnc(C)c3c2C)cc1 (stereo not drawn)
    0%, -1%, 13%, 1%, 32%[activator], 2%, 20%
COCCCNC(=O)CCCn1c(=O)c2ccccc2n(CC(=O)Nc2ccc(C)cc2Cl)c1=O
    -1%, -2%, 19%, 0%, 7%, -1%, 0%
Cc1cccc(C(=O)Nc2ccccc2OCc2cc(=O)n3c(C)csc3n2)c1
    0%, -17%, -4%, -2%, 2%, 2%, -3%
COc1ccc(CNC(=O)c2ccc(-c3nc(CSc4ccccc4)c(C)o3)cc2)cc1
    0%, 3%, 15%, -2%, 7%, -2%, 2%
O=C(CSc1nnc(CNC(=O)c2c(F)cccc2Cl)o1)Nc1ccccc1F
    0%, 1%, -1%, 2%, 2%, 4%, -10%
COc1ccc(N2CCN(CC(O)COc3ccc(C(C)(C)C)cc3)CC2)cc1 (stereo not drawn)
    1%, 5%, 16%, -1%, -5%, -5%, -1%
CCc1ccc(CNC(=O)c2ccc3nc(C(C)C)oc3c2)cc1
    0%, 18%, 2%, -3%, 1%, -23%, 1%
CCOC(=O)c1nc(Nc2ccc(C(=O)OC)cc2)c2ccccc2n1
    1%, ?, 2%, -1%, -7%, -20%, -2%
CSc1ncc(C(=O)NCc2ccc(F)cc2)c(-c2ccccc2)n1
    -1%, 10%, -10%, 1%, -8%, 0%, 3%
COc1ccc(CNC(=O)c2cc3c(s2)-c2c(C)cccc2OC3)cc1
    0%, -15%, 2%, -1%, -11%, 3%, 0%
COc1ccccc1CNC(=O)c1ccc2c(c1)N(Cc1ccc(C)cc1)CCS2
    -2%, 21%, 14%, 0%, 30%[activator], -23%, -3%
CS(=O)(=O)N1CCc2cc(C(=O)N3CCN(c4ccccc4)CC3)ccc21
    -1%, -4%, -2%, ?, 0%, 2%, -2%
CCc1ccc(NC(=O)C(=O)NCC(c2cccnc2)N2CCN(C)CC2)cc1 (stereo not drawn)
    -1%, -16%, ?, 2%, ?, 4%, -4%
COc1ccccc1-c1nn2c(=O)cc(CN3CCN(C(=O)/C=C/c4ccccc4)CC3)nc2s1
    0%, 0%, -8%, ?, 11%, 25%, 1%
CCOc1ccc(N(C)S(=O)(=O)c2c(C(=O)N3CCC(C)CC3)c(C)n(C)c2C)cc1
    0%, 5%, 12%, 0%, 0%, 2%, -3%
COc1ccc(C)cc1NC(=O)CCS(=O)(=O)c1ccc2c(c1)CC(=O)N2C
    0%, -7%, -14%, 3%, 2%, 4%, -5%
Cn1c(=O)n(C)c2cc(N3CCOCC3)c(NS(=O)(=O)c3ccc(C(C)(C)C)cc3)cc21
    1%, 2%, ?, -1%, -12%, ?, -3%
COc1ccc(C)cc1NC(=O)c1sc2nc(-c3ccc(F)cc3)cn2c1C
    0%, 11%, -11%, 0%, ?, 12%, 0%
CCOc1ccc(-c2nc3c(c(SCC(=O)N4CCCCC4)n2)Cc2cccc(OC)c2O3)cc1
    1%, 11%, -22%, 1%, -5%, -7%, 0%
CSc1ccc(CNC(=O)C2CCN(c3nc4ccccc4nc3C(F)(F)F)CC2)cc1
    1%, 2%, 7%, 3%, -4%, 27%, -1%
COc1ccc2c(c1)c1c(c(=O)n(-c3ccccc3)c(=O)n1CC(=O)Nc1ccc(C)c(C)c1)n2C
    -1%, 10%, 12%, 2%, 3%, 6%, 0%
Cc1ccc(Cn2c(C)c3cnn(CC(=O)N4CCN(c5ccc(F)cc5)CC4)c(=O)c3c2C)cc1
    0%, ?, 9%, 4%, 47%[activator], -26%, 2%
O=C(CSc1nc2ccccc2n1Cc1cccc(F)c1)NCc1ccccc1
    -1%, 4%, -4%, 0%, 14%, ?, -4%
COc1ccc(OCC(O)Cn2c(=N)n(CCN3CCCCC3)c3ccccc32)cc1 (stereo not drawn)
    1%, -7%, ?, ?, -6%, 1%, -1%
COc1ccc(-c2cn3nc(N4CCC(C(=O)Nc5cccc(C)c5C)CC4)sc3n2)cc1
    -1%, 10%, -11%, 0%, -9%, 6%, -4%
Cc1ccc(C)c(N2CCN(C(=O)c3cc(C)nc4c3c(C)nn4-c3cccc(F)c3)CC2)c1
    0%, -6%, 3%, 2%, 2%, -35%, 0%
COc1ccc(CC(=O)N2CC(=O)Nc3ccc(Br)cc3C2c2ccc(F)cc2)cc1 (stereo not drawn)
    1%, 11%, ?, 0%, 7%, -8%, -8%
Cc1ccccc1-c1nc2scc(CCNC(=O)c3ccco3)n2n1
    -1%, -14%, 1%, -2%, 2%, 7%, 0%
COc1ccc(-c2c(C)nn3c(-c4ccccc4)cc(-c4ccccc4)nc23)cc1
    -3%, 7%, -8%, 3%, -19%, -18%, 3%
COc1ccc(Cn2c(CNC(=O)Cc3ccc(OC)c(OC)c3)nc3cccnc32)cc1
    -1%, 13%, 11%, 2%, -2%, -6%, 1%
COc1cccc(CNC(=O)c2ccc3nc(CCc4ccccc4)oc3c2)c1OC
    0%, -3%, 6%, -2%, 2%, 1%, -4%
CCOc1ccc(CNC(=O)CCCc2cn(C)c3ccccc23)cc1OC
    4%, -4%, 8%, 0%, -1%, 1%, -2%
CCOC(=O)c1c(NC(=O)c2cc(=O)c3cc(C)cc(C)c3o2)sc(C)c1C
    -1%, 12%, -2%, 0%, 5%, 0%, -4%
CCc1ccccc1NC(=O)c1ccc2nc(C(C)C)oc2c1
    2%, -8%, 11%, -2%, 2%, -10%, -4%
CC1CCN(C(=O)CSc2c3c(nc4ccc(Cl)cc24)CCCC3)CC1
    1%, ?, 47%[activator], -2%, ?, -18%, -5%
CCSc1ncc(Cl)c(C(=O)Nc2nc3ccc(S(C)(=O)=O)cc3s2)n1
    -2%, 2%, 4%, 1%, -6%, 4%, 1%
CCCc1nn2c(=O)cc(COc3ccc(/C=C(\C#N)C(=O)Nc4ccc(F)cc4)cc3)nc2s1
    1%, 4%, 18%, 1%, -7%, 0%, 2%
COc1ccc(C)cc1NC(=O)C(=O)NCCc1sc(-c2cccc(C)c2)nc1C
    0%, 12%, 18%, 2%, 10%, -1%, -1%
Cc1cccc(Cn2cc(C(=O)Nc3ccc(F)c(C(F)(F)F)c3)ccc2=O)c1
    -2%, 1%, ?, 2%, 28%, -23%, 5%
CCN(CC)c1nc2c(S(=O)(=O)c3ccccc3)nnn2c2ccc(Cl)cc12
    0%, 0%, 8%, -10%, 2%, -4%, -3%
CCc1cccc(C)c1NC(=O)Cn1c(=O)cc(C(F)(F)F)c2c(C)nn(C)c21
    0%, -7%, -13%, 1%, 4%, -5%, -2%

Individual results from the list.
Under p53null 39C kill, CCCc1nn2c(=O)cc(COc3ccc(/C=C(\C#N)C(=O)Nc4ccc(F)cc4)cc3)nc2s1 is entered as 18%
Under B2AR arrestin ag, Cc1cccc(Cn2cc(C(=O)Nc3ccc(F)c(C(F)(F)F)c3)ccc2=O)c1 is entered as -2%

Source: PubChem (National Center for Advancing Translational Sciences (NCATS))

Not all compounds are listed; rates above refer to the full screens.
